Cneo AK release – Cryptococcus neoformans lysis via adenylate kinase release | C. neoformans lysis, adenylate kinase release luminescence, 4 h; normalised: neutral wells 0, clomiphene wells 100 | lysis activity, % at 15 µM | actives 0.2% (n = 360,000);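 active = mean lysis activity across replicates of at least 80%, whatever share of replicates individually reach that level; inactive = mean lysis activity below 80%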
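Signal: Adenylate kinase release luminescence | Assay system: Log-phase Cryptococcus neoformans yeast cells | Input: Cells at 5 × 10^6 per mL | Buffer or medium: Fresh YPD growth medium | Compound: Single dose | Schedule: Static 4 h at 37 °C with compound, 1 h detection | Controls: Clomiphene | Read-out: Luminescence rise reflecting yeast cell lysis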
FN deposit inh – fibronectin deposition inhibition. AH1F fibroblasts, Alexa488-fibronectin deposition fluorescence, overnight. inhibition, % at 12.6 µM. actives 0.086% (n = 350,000);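 active = mean inhibition across replicates of 30% or more, regardless of how many single replicates reach that level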;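 note: positive control wells lacked labelled fibronectin entirely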
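Material: AH1F fibroblasts assembling fluorescent fibronectin matrix; amount: 10000 AH1F cells/well; medium: DMEM, 2% serum; reagent: Alexa488-fibronectin, 24 nM final in well; dosing: single compound dose, delivered by pin transfer; incubation: 1 h adhesion, overnight exposure; detection: fluorescence after three HBSS washes, excitation 485 nm, emission 525 nm; measure: fibronectin deposition inhibition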
PGC1a acetyl inh – PGC1a acetylation modulation, inhibitor mode. U2OS PGC1a acetylation, AlphaScreen anti-acetyl-lysine; with virally co-expressed GCN5 acetyltransferase. inhibition, % at 15.6 µM. actives 0.17% (n = 350,000);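 active = every replicate shows inhibition of at least 40%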;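 note: 0% = neutral control wells and 100% = positive control wells; some results beyond the cut were filed as inactive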
C2C12 statin – suppression of simvastatin myotoxicity; C2C12 myotubes + simvastatin, ATP luminescence, 48 h; scaled: DMSO 0, geranylgeraniol control 100; rescue of ATP level, % at 7.49 µM; actives 0.78% (n = 330,000); AID 602340;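 active = mean ATP rescue above about 67%, or every replicate alone reaching that limit, limit read from the data, passing the limit was not always enough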;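 note: myotubes were challenged with 10 µM simvastatin during compound exposure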
F508del corr – CFTR F508del correction in bronchial cells. CFBE cells, YFP halide quenching; stimulated with forskolin plus potentiator P3; % fluorescence drop versus neutral controls. AID 720511. activity (quench increase), % at 7.58 µM. actives 0.36% (n = 350,000);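 active = mean added fluorescence quench of at least 8% versus neutral control, with both replicates also reaching 8%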;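 note: cells transiently co-express mutant CFTR-F508del with the halide-sensitive YFP; corrector assay measuring rescue of mutant channel to the surface after 24 h compound exposure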
PglD inh – blocks C. jejuni PglD acetyltransferase activity. purified PglD enzyme, DTNB colorimetric CoA detection. inhibition, % at 12.5 µM. actives 0.098% (n = 360,000). AID 602405; in the data active = inhibition above about 16%, passing the limit was not always enough; note: strong numbers were not always called active
miR-122 sensor – blocks miR-122 activity in Huh7 sensor cells. actives 0.3% (n = 340,000). Huh7 miR-122 Renilla luciferase sensor, 48 h; neutral wells = 0, positive control = 100. activation (reporter increase), % at 12.5 µM;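 active = mean replicate activation score at least 90 and every replicate individually at or above 90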;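 note: higher luciferase means less miR-122 activity so hits act as miR-122 inhibitors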
GSIS activator – primary screen for activators of insulin secretion dependent on glucose, INS-1E cells, GLuc reporter luminescence; activation, % at 16.6 µM; AID 743287; INS-1E GLuc reporter insulin secretion, 2-3 h; actives 0.61% (n = 370,000);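 active = lowest replicate activation of at least 40%, so every replicate reaches that level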;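 note: 0% = median of neutral control wells and 100% = median of IBMX positive control wells; some compounds called inactive have numbers as strong as hits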
An asterisk follows results filed as active; · = no result given; [ ] = dose if it differs, or a comment.

Second line of a record – Cneo AK release	FN deposit inh	PGC1a acetyl inh	C2C12 statin	F508del corr	PglD inh	miR-122 sensor	GSIS activator
> CN(Cc1ccccc1)C(=O)COc1ccc(C(C)(C)C)cc1
→ 1	2	8	-7	-0.2	-4	24	-13
> O=C(NCCc1ccc(Cl)cc1)C1CC(=O)N(C2CCCCC2)C1 (stereo not drawn)
→ 6	-10	3	1	-0.8	4	-10	8
> CCOC(=O)N1CCN(c2nc(SC)nc3sc4c(c23)CC(C)(C)OC4)CC1
→ 2	·	-5	16	·	4	0	·
> Cc1ccc2cc(CN(CC3CCCO3)S(=O)(=O)c3cccc4nsnc34)c(=O)[nH]c2c1 (stereo not drawn)
→ -1	·	-15	14	·	-1	0	·
> O=C(Nc1cccc(F)c1)N[C@@H]1CC[C@@H](CCNS(=O)(=O)c2cccc(Cl)c2)O[C@@H]1CO
→ 1	·	-9	-1	-1.9	-151	·	-27
> C[C@@H]1CN([C@@H](C)CO)C(=O)Cc2cc(N(C)C)ccc2O[C@H]1CN(C)S(=O)(=O)c1cn(C)cn1
→ -3	2	-23	52	2.5	1	6[16.7 µM]	9
> O=C1C2CC=CCC2C(=O)N1Cc1nnc(-c2ccccc2Br)o1 (stereo not drawn)
→ 0	3	-5	-1	0.7	4	-7	6
> CC(=O)c1cccc(NC(=O)NCc2ccccn2)c1
→ -7	·	13	-1	-3.3	5	13	·
> CCn1c(CNc2ccc(Cl)cc2)nnc1SCc1ccc(C)cc1
→ -1	-2	-5	17	·	-6	3	·
> Cn1cnc(S(=O)(=O)N2C[C@@H](O)COC[C@H]3O[C@@H](CC(=O)NCc4ccc(F)cc4)CC[C@@H]32)c1
→ 0	-6	7	2	0.4	-1	3[16.7 µM]	4
> CCCCOc1ccc(C(=O)NCC(=O)NC2CCN(Cc3ccccc3)CC2)cc1
→ 0	2	·	0	-1.6	-3	·	13
> COc1ccc(C2CC(c3ccc(Cl)cc3Cl)Nc3nc(N)nn32)cc1OC (stereo not drawn)
→ 1	-2	·	-3	-1.4	-3	·	2
> CCOc1ccccc1C(C(=O)NC1CCCC1)N(C(=O)c1csnn1)C1CC1 (stereo not drawn)
→ 0	1	11	53	-2.5	4	-2	-8
> CS(=O)(=O)N1CCN(c2ccccc2NC(=O)c2cccc3ccccc23)CC1
→ -1	4	5	21	·	4	-3	·
> CO[C@@H]1CN(C)C(=O)c2ccc(NC(=O)c3ccc(F)cc3)cc2OC[C@@H](C)N(C(C)=O)C[C@H]1C
→ -5	-23	-2	-2	0.0	-1	·	·
> N#C[C@@H]1[C@H](c2ccccc2C2=CCCCC2)[C@H](CO)N1C(=O)Nc1ccccc1F
→ ·	6	-33	·	-2.7	·	·	-7
> O=C(CCSc1nnc(-c2ccncc2)o1)Nc1ccc(F)cc1
→ 0	-2	-6	1	·	3	5	3
> Cc1ccc(OCC(=O)Nn2c(C)nc3ccccc3c2=O)c(C(C)C)c1
→ -3	·	0	-12	-3.3	4	·	2
> COc1ccc(CC(=O)N(C)CC(=O)Nc2c(C)cccc2C)cc1S(=O)(=O)N1CCOCC1
→ -2	-9	-7	15	-1.2	0	-4	5
> O=C(Cn1nnc(-c2ccccc2)n1)c1ccccc1
→ 1	·	7	5	1.1	-1	-4	-8
> O=C(Nc1ccccc1)N[C@H]1CC[C@H](CCNC(=O)c2ccccc2F)O[C@@H]1CO
→ 0	·	5	4	-0.1	-2	·	0
> CCC1(c2ccccc2)NC(=O)N(CC(=O)Nc2ccccc2N2CCCCC2)C1=O (stereo not drawn)
→ 4	·	-9	·	3.4	3	·	-49
> CC(C)Oc1ccc(CCC(=O)NNC(=S)NCc2ccccc2)cc1
→ -2	-4	3	10	-2.1	0	-1	·
> CC(C)CCOc1ccccc1C(N)=O
→ 1	-4	-6	-11	-2.0	-13	-4	5
> OCCN1CCN(C2Cc3cc(Cl)ccc3Sc3ccc(Cl)cc32)CC1 (stereo not drawn) (tested in a mixture with another compound)
→ 6	·	-9	·	·	0	6	·
> CCCS(=O)(=O)c1nnnn1-c1cccc(OC)c1
→ -2	·	-73	-58	·	2	-6	·
> COc1ccccc1C(=O)NCC(=O)OC(C)C(=O)NC(=O)NC1CCCCC1 (stereo not drawn)
→ 1	·	-8	87*	·	1	7	·
> CCN1C(C(=O)Nc2cc(C)on2)=C(O)c2ccccc2S1(=O)=O
→ 2	4	-3	4	-2.2	5	1	-1
> CN(CCCN1CCOCC1)C(=O)c1ccc2nc(Cc3cccc(Cl)c3)oc2c1
→ -3	2	1	2	0.4	-4	0	-4
> Cn1c(CCNC(=O)c2ccco2)nc2ccccc21
→ -1	2	·	3	-2.0	-6	-6	2

Looked up above.
Under miR-122 sensor, `OCCN1CCN(C2Cc3cc(Cl)ccc3Sc3ccc(Cl)cc32)CC1` (stereo not drawn) (tested in a mixture with another compound) is entered as 6
Under Cneo AK release, `CCN1C(C(=O)Nc2cc(C)on2)=C(O)c2ccccc2S1(=O)=O` is entered as 2

Additional compounds follow:
Second line of a record – Cneo AK release	FN deposit inh	PGC1a acetyl inh	C2C12 statin	F508del corr	PglD inh	miR-122 sensor	GSIS activator
> Cc1ccc(CN(CC(=O)NC2CCCC2)C(=O)c2csnn2)cc1
→ -1	3	·	4	-1.9	-2	·	11
> CC1CCc2[nH]c3ccc(C(=O)NCC4CCCO4)cc3c2C1 (stereo not drawn)
→ -2	2	·	-56	-2.4	-2	-3	-6
> Cc1cccc(NC(=O)c2sc3nc(-c4ccccc4)cn3c2C)n1
→ 1	·	2	-2	0.4	-1	-14	11
> CN(C)c1ccc(-c2nc3ccccc3c(=O)[nH]2)cc1
→ ·	0	13	-21	-2.9	·	-6	·
> C/C(Cn1cnc([N+](=O)[O-])n1)=N\NC(=O)c1ccccc1
→ 11	-2	-1	-2	·	-2	-6	·
> Cc1ccc(NC(=O)NC(=O)CSc2nnc(-c3ccc(OC(F)F)cc3)n2N)c(C)c1
→ -2	·	-2	·	·	-1	1	-3
> Cc1cccc(S(=O)(=O)N2CCCCN3[C@H](C2)[C@H](c2ccc(-c4ccncc4)cc2)[C@@H]3CO)c1
→ 45	·	3	16	-1.8	1	2[16.7 µM]	-10
> COc1ccc(C)cc1NS(=O)(=O)c1ccc2c(c1)N(C(C)=O)CCO2
→ 0	2	0	0	-0.2	-1	60	5
> C[C@@H]1CN([C@@H](C)CO)C(=O)c2cc(C3=CCCC3)cnc2O[C@H]1CN(C)Cc1ccccc1F
→ 1	-21	-5	13	-1.1	0	44[16.7 µM]	7
> CO[C@@H](CN(C)C(=O)C1CCOCC1)[C@@H](C)CN(C(=O)Nc1ccc(F)cc1)[C@@H](C)CO
→ -4	2	4	8	-1.1	8	·	-4
> Cc1ccc2nc(SCC(=O)Nc3ccc4c(c3)CCC4)[nH]c2c1
→ 1	5	-5	8	·	-8	-5	-35
> O=C(C[C@@H]1CC[C@@H]2[C@H](COC[C@@H](O)CN2Cc2cccc(C(F)(F)F)c2)O1)NCc1ccccc1
→ 0	-13	-5	15	1.1	2	-1[16.7 µM]	-12
> C/C(=N\NC(=O)C(=O)N/N=C(\C)c1cccc(O)c1)c1cccc(O)c1
→ -3	-5	-6	19	-2.7	3	1	32
> O=C(COc1ccccc1)N/N=C/c1cc2c(cc1[N+](=O)[O-])OCO2
→ 1	5	-4	2	·	1	-1	·
> O=C(O)C(O)Cc1c[nH]c2ccccc12 (stereo not drawn)
→ 6	·	4	9	1.1	-3	2	3
> COc1cc(OC)cc(C(=O)NCC(=O)OCC(=O)NCc2ccco2)c1
→ ·	·	8	·	-0.6	·	7	-8
> CCn1c(SCC(=O)NC(=O)NC(C)(C)C)nc2ccccc21
→ ·	·	-17	-1	·	·	6	-2
> COc1ccc(OCC(=O)Nc2ccc3c(c2)nc(CN2CCCC2)n3C)cc1
→ 2	·	-5	4	·	5	1	·
> COc1ccc(NC(=O)c2oc3ccccc3c2NC(=O)C2CC2)c(OC)c1
→ 0	1	-1	-98	-0.1	-2	3	16
> O=C(COC(=O)CCN1C(=O)/C(=C\C=C\c2ccccc2)SC1=S)Nc1cc(F)ccc1F
→ ·	0	4	·	0.2	·	·	-25
> Cc1ccc(NC(=S)NCc2ccc(F)cc2)c(C)c1
→ 15	-1	-5	12	1.0	7	3	-9
> C[C@@H]1CN([C@H](C)CO)C(=O)c2cccc(N(C)C)c2O[C@@H]1CN(C)S(=O)(=O)c1ccccc1
→ -4	6	0	-5	1.5	4	7[16.7 µM]	40
> CNc1nnc(Sc2ncccc2[N+](=O)[O-])s1
→ 1	-2	-6	·	-5.5	-5	-10	3
> O=[N+]([O-])c1cccc(C(=NCc2ccccc2)NO)c1
→ -1	-3	7	4	3.1	4	-6	-2
> c1ccc(COc2ncnc3c2ncn3CCCN2CCN(c3ccccn3)CC2)cc1
→ 5	1	-11	-1	-4.5	-7	-7	-3
> CC(C)CCN(C(=S)Nc1cccc(C(F)(F)F)c1)C(C)c1ccccn1 (stereo not drawn)
→ 3	2	13	·	-0.2	0	0	-62
> CC(NC(=O)c1cc2c(s1)CS(=O)(=O)C2)c1ccccc1 (stereo not drawn)
→ 1	1	·	-15	0.1	-3	1	-13
> COc1ccccc1C#Cc1ccc([C@H]2[C@@H](CO)N3CCCCN(S(C)(=O)=O)C[C@@H]23)cc1
→ 2	·	5	-5	0.3	11	4[16.7 µM]	-9
> O=C(COc1coc(CN2CCc3ccccc3C2)cc1=O)Nc1ccc(F)cc1
→ 0	3	·	-7	4.6	-1	-2	-3
> NC(=O)C1CCN(Cc2nc3cc(C(F)(F)F)ccc3c(=O)[nH]2)CC1
→ -1	-6	1	·	-2.2	-1	·	-4
> CCCOc1ccc(C(=O)N2CCCC2)cc1OC
→ -1	-5	5	5	·	-6	-1	5
> CC(C)NC(=O)Nc1ccc2c(c1)C(=O)N([C@@H](C)CO)C[C@H](C)[C@@H](CN(C)C(=O)C1CCCCC1)OCCCC[C@H](C)O2
→ ·	-4	-3	29	1.3	·	2[16.7 µM]	-10
> O=S(=O)(Nc1cccnc1Cl)c1ccc(-c2ccccc2)cc1
→ -6	-2	·	3	1.5	2	·	4
> CN(C)S(=O)(=O)c1cccc(NC(=O)COC(=O)c2cccn2C)c1
→ ·	-2	-5	0	0.6	·	16	2
> COc1cccc(C2NC(CCSC)(C(=O)O)C3C(=O)N(C(C)C)C(=O)C23)c1O (stereo not drawn)
→ -1	4	6	-2	0.7	0	1	13
> COc1ccc(NS(=O)(=O)N2CCCCC2)cc1
→ ·	-7	3	-10	0.2	·	-3	-3
> CCn1c(N2CCN(CC(=O)c3ccc(OC)cc3)CC2)nc2ccccc21
→ 1	·	-14	·	·	1	-1	·
> COc1ccc(C(=O)Nc2nnc(S(=O)(=O)N(C)Cc3ccccc3)s2)cc1
→ 0	0	·	5	-1.3	-5	-7	1
> COC(=O)c1ccc(CN2CCN(CCc3ccccc3)C(CCO)C2)cc1 (stereo not drawn)
→ ·	1	-3	·	1.3	·	·	-3
> CCS(=O)(=O)Nc1ccc2c(c1)C(=O)N(C)C[C@H](OC)[C@H](C)CN(C(=O)c1ccc3c(c1)OCO3)[C@@H](C)CO2
→ -2	-2	10	3	-1.5	-2	·	7
> COc1ccc(CN2C[C@@H](CO)O[C@@H](n3cnc4c(NCc5ccncc5)ncnc43)C2)cc1
→ 0	1	9	-43	1.6	-1	-1	·
> Cn1c(=NC(=O)c2ccccc2[N+](=O)[O-])sc2cccc(F)c21
→ ·	-2	3	1	3.1	·	-6	·
> O=C(Cn1cc2c(n1)CCCC2)Nc1cc(-c2cccc(Cl)c2)no1
→ -1	-10	10	3	1.2	4	1	-24

Source: PubChem (Broad Institute)
